Screens from PubChem BioAssay.
NR2E3 ag-1 = human photoreceptor-specific nuclear receptor agonism; Q9Y5X4; CHO-S Gal4-NCOR/VP16-NR2E3 two-hybrid, luciferase; AID 602229; inhibition of corepressor binding, % at 3.98 µM; 360,000 tested, 0.35% active;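 active means inhibition above the mean of all tested compounds plus 3 SD, cut at about 70% in these data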;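 further: 0% = DMSO with NR2E3 transfected cells and 100% = cells lacking NR2E3 construct; higher means lower luciferase signal from less NR2E3 corepressor binding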
Target sequence (Q9Y5X4 whole entry, looked up, the tested form may be a part): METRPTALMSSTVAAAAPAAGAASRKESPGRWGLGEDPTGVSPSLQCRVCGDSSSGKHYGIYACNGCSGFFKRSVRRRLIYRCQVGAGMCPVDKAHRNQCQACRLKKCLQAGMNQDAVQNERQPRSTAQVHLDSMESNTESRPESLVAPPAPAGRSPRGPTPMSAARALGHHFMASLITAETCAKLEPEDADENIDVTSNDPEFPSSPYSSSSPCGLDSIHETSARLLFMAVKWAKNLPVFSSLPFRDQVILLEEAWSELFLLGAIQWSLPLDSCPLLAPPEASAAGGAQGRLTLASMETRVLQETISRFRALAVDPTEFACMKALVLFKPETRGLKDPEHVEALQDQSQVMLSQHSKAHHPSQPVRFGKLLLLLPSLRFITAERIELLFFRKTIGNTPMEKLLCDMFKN
PDI inh = inhibitors of human protein disulfide isomerase; AID 588391; PDI insulin aggregation turbidity, A650, 90 min; inhibition, % at 10 µM; P07237; 350,000 tested, 0.052% active;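 active means mean inhibition across replicates of 30% or more, whatever share of single replicates reach that level; inconclusive means mean inhibition below 30% while every single replicate reaches 30%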;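 further: absorbance from insulin aggregation driven by PDI reduction with DTT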
Target sequence (P07237 whole entry, looked up): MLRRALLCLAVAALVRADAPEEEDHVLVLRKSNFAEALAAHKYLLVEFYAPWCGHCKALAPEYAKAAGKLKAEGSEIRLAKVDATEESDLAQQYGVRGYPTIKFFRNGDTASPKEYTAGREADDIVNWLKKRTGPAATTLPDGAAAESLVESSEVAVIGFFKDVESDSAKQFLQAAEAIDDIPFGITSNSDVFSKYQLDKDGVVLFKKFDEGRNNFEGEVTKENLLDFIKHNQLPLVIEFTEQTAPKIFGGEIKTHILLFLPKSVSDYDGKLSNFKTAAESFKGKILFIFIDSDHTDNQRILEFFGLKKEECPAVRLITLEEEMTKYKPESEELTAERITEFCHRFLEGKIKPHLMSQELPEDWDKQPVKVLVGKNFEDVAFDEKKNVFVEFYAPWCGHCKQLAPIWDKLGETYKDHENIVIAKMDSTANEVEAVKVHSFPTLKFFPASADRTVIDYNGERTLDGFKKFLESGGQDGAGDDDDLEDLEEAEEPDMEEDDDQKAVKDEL
CaV13 ICDI inh = Primary screen for inhibitors of IQ motif and Ca2+-dependent inactivation inhibitor domain binding in CACNA1D, Förster resonance energy transfer in living cells, … | HEK cells, CFP/YFP FRET ICDI-IQ, plate reader, 10 min; percent FRET-ratio fall versus neutral wells | inhibition, % at 12.3 µM | 340,000 tested, 0.098% active | AID 743397;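 active means mean replicate inhibition of at least 30% and at least 1% of replicates passing that level; inconclusive means only one of the two criteria is met; inactive means neither criterion is met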;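 further: 0% = median of the neutral control wells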
NR2E3 ag-2 = agonists of human nuclear receptor NR2E3; GST-NR2E3/biotin-RetCOR TR-FRET, 1536-well; inhibition of corepressor binding, % at 4.78 µM; AID 2300; 320,000 tested, 0.12% active;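 active means percent inhibition above the cutoff of mean plus 3 SD of all tested compounds, set per screening campaign, cut at about 20% in these data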;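 further: 0% = DMSO wells and 100% = biotin wells as full block of FRET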
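Test system: GST-NR2E3 and biotin-RetCOR proteins | Quantity: 1.35 nM GST-tagged NR2E3 final | Medium: Tris pH 7.5 | Also added: 7 nM biotin-RetCOR | Dosing: Compound at 4.8 µM, single dose | Timing: 5 h at 4 °C | Detection: Time-resolved FRET | Read-out basis: Percent inhibition | Benchmarks: Biotin wells as high control, 0.6% DMSO wells as low control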
Exocytosis inh = blocks lytic granule exocytosis. 360,000 tested, 0.66% active. inhibition, % at 10 µM. TALL-104 LAMP-1 surface exposure, flow cytometry; cells stimulated with thapsigargin and PMA. AID 651702;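 active means inhibition above about 55%, limit read from the data; inconclusive means no clear call, values can overlap the other calls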
HIF-2a block = blocks HIF-2a reporter activity. 360,000 tested, 0.72% active. 786-0 RCC cells HIF-2a reporter, luciferase luminescence, overnight. inhibition, % at 18.8 µM;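 active means inhibition of the luminescence signal of 40% or more relative to plate controls, in a single-dose primary screen at 18.75 µM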
Peg3 prom inh = reduces Peg3 promoter-driven luciferase expression in HeLa; HeLa PEG-Prom luciferase reporter, luminescence, overnight; inhibition, % at 20 µM; 360,000 tested, 1.7% active; AID 588405;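 active means inhibition of at least 50% at 20 µM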
aDG glyco up = alpha-DG glycosylation activation | Pro5-aDG cells, alpha-DG glycosylation AlphaScreen (IIH6); 0% Pro5, 100% B10-LARGE cell signal | activation, % at 10 µM | 360,000 tested, 0.22% active | AID 624168;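 active means activation of at least 8% versus controls, or a plate z-score of at least 8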;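 further: Pro5 are CHO cells carrying HIG-tagged alpha-DG that lacks glycosylation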
TRPM1 prom inh = inhibitors of MITF-driven TRPM1 promoter in melanoma cells; SK-MEL-5 TRPM1 promoter luciferase, 24 h; inhibition, % at 12.5 µM; 330,000 tested, 0.83% active; AID 488899;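 active means mean inhibition across replicates of 60% or more, whatever share of single replicates reaches that level; inconclusive means some that reach 60%, reason not given; inactive means mean inhibition across replicates below 60%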; further: values of inactives mirror those of a sister screen read the other way
hiPSC survival = enhancers of human iPSC single-cell survival; 360,000 tested, 0.044% active; AID 602274; hiPSC single-cell survival, ATPlite luminescence; 100% = ROCK inhibitor wells, 0% = DMSO; survival enhancement, % at 20 µM; in the data active means survival enhancement above about 18%;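 further: cells exposed to compounds for 16 hours before the ATP read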
Vif inh = inhibitors of HIV Vif | AID 602346 | inhibition, % at 7.49 µM | HEK293T cells, Vif self-association by quenched fluorescence, imaging, 24 h | 340,000 tested, 0.35% active; in the data active means inhibition above about 50%, passing the limit was not always enough; inconclusive means no clear call, values can overlap the other calls; inactive means below about 31%; further: some results filed as inactive read as strong as hits
Active calls of the source: *; ? = inconclusive; nt = no result given.

SMILES | NR2E3 ag-1 | PDI inh | CaV13 ICDI inh | NR2E3 ag-2 | Exocytosis inh | HIF-2a block | Peg3 prom inh | aDG glyco up | TRPM1 prom inh | hiPSC survival | Vif inh
CCCC(=O)N1CC2(CCC)CN(C(=O)CCC)CC(CCC)(C1)C2=O | -6 | 10 | nt | 2 | 1 | 13 | 6 | 0.3 | -5 | -2.3 | 1
COc1ccc(CN2CCN(C(=O)c3c(-c4ccccc4)noc3C)CC2)cc1F | 17 | 0 | -5 | -2 | -4 | 2 | 13 | 0.1 | 6 | -0.5 | 10
CC(=O)N1CCCc2cc(S(=O)(=O)NCCC3=CCCCC3)ccc21 | 36 | -2 | -3 | 3 | -2 | 8 | 14 | 1.8 | 31 | -2.3 | -19
CC(C)n1cnc2c(Nc3cccc(Cl)c3)nc(N(CCO)CCCO)nc21 | 48 | 9 | nt | 1 | -4 | 51* | 96* | 0.0 | 49 | -2.0 | 0
O=C(COC(=O)COc1ccc(Br)cc1)NC1CCCCCC1 | -10 | -9 | -19 | 0 | -1 | 10 | 7 | -0.1 | -2 | -0.1 | -3
O=C1C2C3C=CC(CNS(=O)(=O)c4ccccc4)(O3)C2C(=O)N1c1ccc(Cl)cc1 (configuration not stated) | 10 | -4 | -3 | -2 | 26 | -10 | 26 | 0.8 | -1 | 0.3 | 1
O=c1cnc2ccccc2n1Cc1ccccc1C(F)(F)F | -3 | -1 | -4 | 3 | -11 | -3 | -11 | -0.1 | 4 | -0.4 | -7
O=C(N/N=C\c1ccc([N+](=O)[O-])o1)c1cncc(Br)c1 | 8 | -1 | -4 | -7 | 16 | -6 | 18 | 1.3 | 47 | -0.6 | ?
O=C(NCCc1ccc(Cl)cc1)c1cc(S(=O)(=O)N2CCCC2)ccc1F | 14 | 3 | -7 | nt | -3 | 24 | 18 | 0.2 | nt | 4.3 | 2
CC1C(C#N)=C(N)OC2=C1C(=O)CCC2 (configuration not stated) | 4 | 10 | -7 | 1 | -2 | 8 | 4 | -0.1 | 12 | -1.2 | 11
CCOC(=O)C1=C(C)N(C[C@@H]2CC[C@@H](Cc3ccc(-c4ccccc4)cc3)O2)C(=O)NC1C1CC1 (some centres not stated) | -39 | 3 | -6 | nt | 7 | 3 | 9 | 0.2 | -4 | 0.4 | -12
O=C(O)c1cc2c(ccc3ccccc32)oc1=O | 0 | 0 | -4 | -6 | 1 | 15 | -11 | -0.2 | -8 | 3.3 | -20
O=C(CCCCCn1nnc2ccccc2c1=O)Nc1ccccc1Cl | -26 | 2 | -4 | -1 | -10 | 12 | 2 | 0.0 | -3 | 0.0 | -11
Cc1ccc(-n2[nH]c(C)c(/C=N/Nc3ccc([N+](=O)[O-])cc3[N+](=O)[O-])c2=O)cc1C | -2 | 0 | -4 | -1 | -1 | -6 | 15 | 0.0 | 13 | -0.6 | nt
N#CCCn1c(=O)n(CCC#N)c2ccccc21 | -26 | -5 | -4 | 2 | 5 | 17 | -18 | 0.1 | -3 | 2.8 | -7
CCCCNC(=O)CC(=O)Nc1ccccc1C(=O)O | -14 | 4 | 0 | 2 | -2 | -33 | -15 | -0.1 | 14 | 0.9 | -4
C=C(C)COc1ccc2oc(C)c(C(=O)OCCOC)c2c1 | -7 | 1 | -4 | 2 | -2 | -15 | -16 | -0.1 | -25 | 2.6 | 1
CC12CC3CC(C)(C1)CC(C(=O)Nc1nn[nH]n1)(C3)C2 | -11 | 8 | -10 | -1 | -1 | -7 | 11 | -0.1 | -9 | -2.3 | -3
COc1ccc(OC)c(S(=O)(=O)NCCO)c1 | -30 | 2 | 1 | 3 | 2 | 9 | 14 | 0.1 | 6 | 14 | 7
CCc1ccc(NC(=O)CSc2nc3ccsc3c(=O)n2CCC(=O)O)cc1 | -5 | -10 | -14 | -2 | 1 | 7 | -3 | -0.5 | 3 | 0.5 | -6
O=c1c2cc(F)ccc2[nH]c(=S)n1Cc1ccc(F)cc1 | -55 | 1 | -19 | 4 | -17 | 22 | 18 | 0.0 | 12 | 0.5 | nt
Cc1ccc2nc(C)c3c(c2c1)N(c1ccccc1)CC3 | 8 | -6 | -3 | 0 | -3 | 19 | 14 | 1.4 | -22 | -0.6 | -9
COC(=O)c1sccc1NC(=O)CSc1nnnn1-c1ccccc1F | -8 | -11 | -5 | -1 | -5 | -18 | -6 | -0.2 | 0 | 7.9 | 4
O=C(O)c1csc(Cc2ccccc2)n1 | -32 | -2 | -7 | 4 | 7 | 12 | -6 | -0.6 | 2 | -0.7 | 14
CC(=O)Nc1ccc(CC#N)cc1 | 13 | 0 | -14 | 3 | 1 | 18 | 10 | -0.1 | 1 | 0.5 | 6

More results.
SMILES | NR2E3 ag-1 | PDI inh | CaV13 ICDI inh | NR2E3 ag-2 | Exocytosis inh | HIF-2a block | Peg3 prom inh | aDG glyco up | TRPM1 prom inh | hiPSC survival | Vif inh
O=C(Nc1cccc2c1CCCC2)c1ccccc1Cl | -23 | 0 | -6 | -2 | -1 | -36 | -277 | 0.6 | -16 | 0.9 | 0
O=C(Nc1cccc2cccnc12)c1cccnc1 | 3 | 3 | -8 | 1 | 0 | -20 | -15 | 0.0 | 8 | -0.8 | 0
Cc1ccc(N=Nc2c(C)[nH]n(C(N)=S)c2=O)cc1C | 15 | -9 | -5 | -2 | 7 | -210 | -197 | 0.3 | -4 | -1.8 | 0
O=S(=O)(Nc1ccc(O)c(Sc2nc3ccccc3s2)c1)c1ccc(Cl)cc1 | 7 | 0 | -3 | 1 | -1 | 23 | 16 | -0.6 | 7 | 1.0 | -1
CCN1CCCC1CN(Cc1cc2ccc(C)cc2[nH]c1=O)C(=S)Nc1cccc(OC)c1 (configuration not stated) | -35 | 2 | -4 | 2 | -3 | -29 | 1 | -0.2 | -15 | 0.2 | -1
O=C(CC1S/C(=N\S(=O)(=O)c2ccc(F)cc2)N(c2ccccc2)C1=O)Nc1ccccc1 (configuration not stated) | -37 | 2 | -3 | 4 | -2 | 15 | 7 | -0.1 | 3 | 0.0 | 4
CC[N+](CC)(CC)C/C(N)=N/O | -3 | -22 | nt | 1 | 4 | 18 | 3 | -0.1 | 2 | 8.1 | 15
COc1ccc(Cc2nc(-c3cccs3)no2)cc1OC | -8 | 4 | -5 | 2 | -2 | -98 | -54 | -0.1 | -21 | -0.1 | -11
Oc1c(Cl)cc(Cl)cc1C(C#Cc1ccccc1)N1CCOCC1 (configuration not stated) | -3 | -2 | -7 | 0 | -2 | -50 | -14 | 0.3 | 6 | 1.0 | -6
COC(CNC(=O)C(C)n1nc(C)c2ccccc21)OC (configuration not stated) | -6 | 9 | -4 | 0 | 1 | 15 | 6 | 0.0 | -2 | -0.6 | -1
COc1ccc(CCN2C(=O)CCC2(C)C(=O)NC2CCCC2)cc1OC (configuration not stated) | -20 | -1 | -17 | 2 | -4 | 7 | 3 | -0.1 | 5 | -0.3 | -4
CC(C)NC(=O)Nc1cccc(Cl)c1 | 2 | 13 | -7 | 1 | -3 | -28 | -18 | -0.1 | 5 | 1.8 | 5
CN(Cc1ccccc1)C(=O)c1cnc2n(c1=O)CCS2 | -20 | 0 | -5 | 4 | -1 | 6 | 7 | -0.1 | -7 | -2.9 | -1
CC(=O)OCC1OC(n2ccc(=O)[nH]c2=O)C(O)C1O (configuration not stated) | -4 | 8 | -5 | 3 | 0 | 5 | 1 | -0.2 | 3 | 2.5 | 11
Cc1ccc(-n2nc3c(c2NC(=O)c2cccs2)CS(=O)(=O)C3)cc1 | 5 | 12 | -13 | 4 | 2 | 6 | 4 | -0.1 | 7 | 0.0 | -4
COc1ccc(NC(=O)c2ocnc2C)cc1OC | -13 | -1 | -8 | -10 | 0 | -7 | -2 | -0.1 | -3 | -0.8 | 5
CC(=O)Nc1ccc(S(=O)(=O)Nc2ccc(Cl)nn2)cc1 | 14 | -4 | -5 | 4 | 2 | 11 | 6 | -0.1 | 4 | 0.3 | -14
O=C(CSc1nc2ccccc2nc1N1CCCC1)Nc1ccc(Cl)cc1 | -57 | nt | 30 | 2 | 4 | -3 | 6 | -0.3 | 2 | 2.9 | 21
CC1=CC(=O)C=C(C)C1=NOC(=O)/C=C\c1ccccc1 | 17 | -9 | -5 | -1 | 3 | 14 | 12 | -0.2 | -5 | -1.8 | 11
Cc1cc(OCc2nnc(SC(C)C(=O)O)n2-c2ccccc2)ccc1Cl (configuration not stated) | 0 | 8 | -3 | 2 | -3 | 12 | 10 | -0.1 | 13 | 0.0 | 9
CCn1cc(CCC(=O)NCc2ccccc2OC)c2ccccc21 | -22 | 6 | -4 | 2 | ? | 0 | -9 | 0.2 | 9 | -0.2 | -8
COc1ccc(C2NCCc3c2[nH]c2ccccc32)cc1COc1ccc(F)cc1 (configuration not stated) | 39 | 1 | -4 | 0 | 29 | 7 | 97* | -0.8 | 22 | -5.3 | nt
CCCCOc1ccc(Cl)cc1CSc1nnc(C)n1N | 1 | 0 | -9 | 1 | -2 | 4 | 12 | -0.1 | 3 | -2.3 | 4
CSc1nc(C)cc(OCC(=O)n2nc(C)cc2C)n1 | -2 | -2 | -8 | -1 | -3 | 5 | 14 | -0.2 | 0 | 2.9 | 3
COc1ccc(N(CC(=O)NCCC2=CCCCC2)S(=O)(=O)c2c(C)[nH]c(=O)[nH]c2=O)cc1 | 0 | 2 | -5 | 0 | -7 | 19 | 10 | -0.1 | 0 | 0.1 | 11

Further entries
SMILES | NR2E3 ag-1 | PDI inh | CaV13 ICDI inh | NR2E3 ag-2 | Exocytosis inh | HIF-2a block | Peg3 prom inh | aDG glyco up | TRPM1 prom inh | hiPSC survival | Vif inh
CC1CCCC(C)N1C(=O)CCN1C(=O)C2C3C=CC(C3)C2C1=O (configuration not stated) | -1 | -4 | -4 | 2 | 1 | 11 | 10 | 0.0 | 0 | -0.4 | 5
O=C(N/C(=C/c1cccnc1)C(=O)N1CCOCC1)c1ccccc1 | -4 | -4 | -18 | -1 | -2 | 13 | 4 | -0.3 | 22 | -1.2 | 0
CCN(CC)S(=O)(=O)c1ccc(/C=C/C(=O)OCC#N)cc1 | -39 | 0 | 16 | -2 | 6 | 11 | -12 | -0.1 | -8 | 0.2 | -6
O=C(/C=C/c1cccs1)N1CCCC1 | -22 | 2 | -16 | 0 | -11 | -42 | -18 | 2.9 | -19 | -0.1 | 18
O=C(Nc1ncc(Cl)cc1Cl)c1c(F)cccc1Cl | 0 | 1 | -1 | -1 | -4 | -23 | -22 | 0.0 | -13 | 0.1 | 0
C#CCOC(=O)/C(=C/C=C/c1ccccc1)NC(=O)c1ccccc1 | -29 | 4 | -5 | -4 | 4 | 4 | 0 | 0.6 | 9 | 0.5 | 0
Cc1csc(NC(=S)Nc2cccc(Cl)c2)n1 | 52 | 13 | -5 | 1 | 5 | -205 | -229 | 1.5 | -23 | 1.5 | -19
